Screens: PubChem, National Center for Advancing Translational Sciences (NCATS)
G9a inh = qHTS Assay for Inhibitors of Histone Lysine Methyltransferase G9a. Histone-lysine N-methyltransferase EHMT2 (Homo sapiens), Q96KQ7. G9a H3K9 monomethylation, AlphaScreen, 2 h. Potency, µM (doses to about 102 µM), for inactives: at the top dose activity, negative = inhibition, actives largely listed as inhibitors. 350,000 tested, 8.8% active; note: % is set by controls: 0 for no effect and ±100 for the full control effect; nearly all actives have a fitted effect of over 75% in size
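Chemiluminescent proximity detection of H3K9 monomethylation, read after 10 min bead incubation in the dark. Reaction: 20 nM G9a, 500 nM biotin-H3K9 peptide, 20 uM SAM cofactor, 2 h, room temperature, following 15 min enzyme-compound preincubation.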
BLM inh = qHTS Assay for Inhibitors of Bloom's syndrome helicase (BLM); 350,000 tested, 0.2% active; recombinant BLM DNA unwinding, fluorescence dequenching; AID 2528, 2010; Potency, µM (top dose mostly 56.1 µM), inactives show top-dose activity change, negative = inhibition, hits mostly inhibitors;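 note: plate controls were vehicle for no effect and no enzyme for full effect; nearly all actives have a fitted effect of over 35% in size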
Anesthetic bind = qHTS Assay for Identification of Novel General Anesthetics. apoferritin/1-aminoanthracene competitive binding, fluorescence. Potency, µM (series often up to 77.5 µM), without a hit: at the highest dose activity change, negative = displacement, most hits filed as inhibitors. 350,000 tested, 0.074% active. AID 485281, 2010; note: % is set by controls: 0 for no effect and ±100 for the full control effect; nearly all actives have a fitted effect of over 20% in size
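Read-out: endpoint 1-AMA fluorescence, excitation 380 nm and emission 535 nm, after compounds sit 10 min at room temperature with 10 uM horse-spleen apoferritin in 50% saturated 1-AMA/PBS. Values come from four-parameter Hill fits.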
Pol kappa inh = qHTS for Inhibitors of Polymerase Kappa | DNA polymerase kappa (Homo sapiens), Q9UBT6 | purified Pol kappa, fluorescent DNA synthesis assay, 10 min | Potency, µM (highest dose often 107 µM), for inactives: at the highest dose activity, negative = inhibition, actives largely listed as inhibitors | 400,000 tested, 0.53% active; note: % is set by controls: 0 for no effect and ±100 for the full control effect
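10 nM Pol kappa was preincubated with compounds for 15 min at room temperature. Reaction started with 50 nM (final) substrate. Fluorescence read kinetically at 0 and 10 min.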
Pol eta inh = qHTS for Inhibitors of Polymerase Eta. DNA polymerase eta (Homo sapiens), Q9Y253. recombinant Pol eta, fluorescent DNA replication assay. Potency, µM (titrated, usually from 114 µM), for the others: top-dose activity change, negative = inhibition, actives largely listed as inhibitors. 390,000 tested, 1.2% active. AID 588591, 2011; note: % is set by controls: 0 for no effect and ±100 for the full control effect
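Pol eta at 10 nM preincubated with compounds 15 min at room temperature; reaction started with fluorescent substrate (50 nM final) and read kinetically at 0 and 10 min.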
BAZ2B block = qHTS Assay for Inhibitors of BAZ2B | AlphaScreen BAZ2B-H3K14Ac peptide displacement | Potency, µM (doses to about 114 µM), inactives show at the top dose activity change, negative = inhibition, hits mostly inhibitors | 360,000 tested, 4.4% active; note: % is set by controls: 0 for no effect and ±100 for the full control effect; nearly all actives have a fitted effect of over 60% in size
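BAZ2B 50 nM plus b-H3(5-23)K14Ac 50 nM, PBS pH 7.4/0.01% Tween-20, 30 min RT; compound added (max 110 uM), 30 min RT; streptavidin donor/Ni-chelate acceptor beads 10 ug/mL final, 20 min dark; AlphaScreen read.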
Pol beta inh = qHTS Assay for Inhibitors of DNA Polymerase Beta; Pol beta primer extension/strand displacement, fluorescence kinetic; 340,000 tested, 1.3% active; P06746; Potency, µM (top dose mostly 114 µM), inactives show at the highest dose activity change, negative = inhibition, actives largely listed as inhibitors; note: % is set by controls: 0 for no effect and ±100 for the full control effect
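Pol beta (10 nM) and compounds were preincubated 15 min at room temperature, then 50 nM substrate (final) started primer extension/strand displacement. Reads were taken at 0 and 10 min; concentration-response data were fitted to a four-parameter Hill equation.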
APEX1 inh = qHTS Assay for Inhibitors of the Human Apurinic/apyrimidinic Endonuclease 1 (APE1). recombinant APE1, TAMRA/BHQ-2 abasic DNA cleavage fluorescence. Potency, µM (top dose mostly 65.8 µM), for the others: top-dose activity change, negative = inhibition, usual class: inhibitors. 350,000 tested, 0.35% active;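 note: plate controls were vehicle for no effect and reference inhibitor for full effect; nearly all actives have a fitted effect of over 55% in size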
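APE1 at 0.75 nM preincubated 15 min at room temperature with compound. Reaction then started with 50 nM double-stranded THF-abasic substrate labelled with TAMRA/BHQ-2, and 525/598 nm fluorescence read kinetically. Activity taken as third-minus-first read difference, normalized to DMSO and NSC13755 controls.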
POLI inh = qHTS for Inhibitors of Polymerase Iota; 390,000 tested, 1% active; Potency, µM (doses to about 115 µM), without a hit: at the highest dose activity, negative = inhibition, actives largely listed as inhibitors; DNA polymerase iota (Homo sapiens), Q9UNA4; Pol iota fluorescent replication assay, 10 min; AID 588590, 2011
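Fluorescent replication assay read twice, at 0 min and 10 min after adding 50 nM (final) substrate. Enzyme (10 nM) and compounds were first incubated 15 min at room temperature; enzyme-free buffer wells were negative controls.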
Starred values were filed as active, the others as inactive; u = inconclusive; x = no result given; & = joins results of further samples; [ ] = another dose, or the depositor's remark. Calls come from the whole dose curve; as a rule, active = well fitted curve in the direction sought with a large enough effect; inconclusive = small, poorly fitted or top-dose-only effect, or another doubt; inactive = no such curve, though single readings can be large; an effect the other way counts as inactive or inconclusive. Potency is the fitted concentration of half-maximal effect.

Preview (2 entries):
SMILES | G9a inh | BLM inh | Anesthetic bind | Pol kappa inh | Pol eta inh | BAZ2B block | Pol beta inh | APEX1 inh | POLI inh
CCC1(O)CC2CN(CCc3c([nH]c4ccccc34)[C@@](C(=O)OC)(c3cc4c(cc3OC)N(C=O)C3[C@]45CCN4CC=C[C@@](CC)([C@@H](OC(C)=O)[C@]3(O)C(=O)OC)[C@H]45)C2)C1 (some centres not stated) | u | x | x | -15%[60.1 µM] | -5%[57.1 µM] | x | 19%[57.1 µM] | 21% | 0%[58.9 µM]
O=C(NCC1CCCO1)C1CCCN1C(=O)Nc1ccccc1[N+](=O)[O-] (configuration not stated) | u | -5% | -1% | -6% | -19% | 1% | u | 38%[activator] | 3%

All compounds of this part, repeating the preview:
SMILES | G9a inh | BLM inh | Anesthetic bind | Pol kappa inh | Pol eta inh | BAZ2B block | Pol beta inh | APEX1 inh | POLI inh
CCC1(O)CC2CN(CCc3c([nH]c4ccccc34)[C@@](C(=O)OC)(c3cc4c(cc3OC)N(C=O)C3[C@]45CCN4CC=C[C@@](CC)([C@@H](OC(C)=O)[C@]3(O)C(=O)OC)[C@H]45)C2)C1 (some centres not stated) | u | x | x | -15%[60.1 µM] | -5%[57.1 µM] | x | 19%[57.1 µM] | 21% | 0%[58.9 µM]
O=C(NCC1CCCO1)C1CCCN1C(=O)Nc1ccccc1[N+](=O)[O-] (configuration not stated) | u | -5% | -1% | -6% | -19% | 1% | u | 38%[activator] | 3%
CCn1c(SCc2ccc(C)cc2)nnc1-c1nn(-c2ccccc2)ccc1=O | 3%[12.7 µM] | 0% | u | -3% | -1% | -7% | 9% | 0% | 11%
CCOC(=O)C1=C(c2ccccc2)Nc2ncnn2C1c1cc(OC)ccc1OC (configuration not stated) | 3%[59 µM] | -2% | -7% | 0% | -17% | 1% | 0% | 1% | 4%
CCn1c(NC(=O)c2ccco2)c(-c2ccccc2Cl)c(=O)c2ccccc21 | -10%[59 µM] | 0% | -6% | -20% | -5% | 23% | 3% | -1% | 23%
O=S(=O)(NC1CCCCC1Oc1ccccc1)c1ccccc1 (configuration not stated) | 19%[59 µM] | 2% | 1% | -5% | -19% | 7% | 14% | 10% | -2%
COc1ccc(/C=C/c2c([N+](=O)[O-])c(=O)n(C)c(=O)n2C)c(OC)c1 | 6% | -10% | -21% | -4% | 1% | -22% | 9% | 1% | 39%[activator]
CC(C)C(=O)Nc1ncc(Cc2ccccc2Cl)s1 | 7% | -6% | -10% | 4% | -18% | -14% | u | -3% | 192%[activator]
COc1ccc(-c2c(=O)n(OC)c3ccccc3[n+]2[O-])cc1OC | 32µM* | -4% | 3% | -1% | -16% | -9% | 12% | 30% | 2%
CCCC(C)NC(=O)CN(c1ccc2c(c1)OCCO2)S(=O)(=O)c1ccccc1 (configuration not stated) | u | 1% | -14% | 9% | -10% | -21% | -9% | 27% | 19%
CC(NC(=O)CCOc1ccccc1)c1ccccc1 (configuration not stated) | 8%[59 µM] | -1% | -9% | -5% | -12% | 10% | 2% | -2% | 18%
Cc1ccc(C(O)c2cccnc2)o1 (configuration not stated) | u | -1% | -9% | -8% | -10% | 6% | 24% | 0% | 14%
COc1ccc2c(c1)c1c(c(=O)n(-c3ccccc3C)c(=O)n1CC(=O)NCc1ccc(C)cc1)n2C | -17%[59 µM] | -12% | 61%[activator] | -7% | 11% | -15% | 3% | x | -26%
COc1ccc(-n2ccnc2SCC(=O)Nc2ccc(F)cc2F)cc1 | -32%[59 µM] | -1% | -6% | 0%[60.1 µM] | 13% | u | -19% | x | -15%
Cc1ccc(C)n1-n1c(C)nc2scc(-c3ccccc3)c2c1=O | u | -7% | -21% | -1% | 2% | u | 2% | -3% | 29%
Cc1cccc(N/C(N)=N/c2nc(C)c(Cc3ccccc3)c(=O)[nH]2)c1 | u | -5% | -5% | -2% | -13% | -12% | 13% | 4% | 147%[activator]
COc1ccc(OC)c(C2/C(=C(/O)c3ccccc3)C(=O)C(=O)N2Cc2ccco2)c1 (configuration not stated) | -4%[59 µM] | 4% | -1% | -3% | -12% | -10% | 20% | 4% | 61%[activator]
NC(=O)C1CCN(C(=O)CN2CCCc3ccccc32)CC1 | -47%[12.7 µM] | -3% | -3% | -14% | -5% | -28% | -1% | -10% | 30%
Cc1ccccc1C(=O)O | 1%[0.501 µM] | x | x | -4% | -4% | 3% | x | -1%&-1% | u
O=C(Nc1ccnn1C1CCN(Cc2cc(Cl)ccc2O)CC1)c1cccnc1 | 5% | -1% | -10% | 4% | -12% | -16% | u | 13% | 26%
O=C(c1cc(C(=O)N2CCOCC2)c2nc3ccccc3n2c1)c1cc(Cl)cc(Cl)c1O | -31%[12.7 µM] | 3% | -9% | -1% | -11% | -34% | 9% | 4% | 37%
CCOC(=O)N1CCC(N2CCCC(C(=O)c3cccc(OC)c3)C2)CC1 (configuration not stated) | -8%[59 µM] | -3% | -1% | 11% | -13% | -2% | 25% | 15% | 1%
CC(=O)N(C(C)=O)c1nc(-c2ccccc2)cn1/N=C/c1ccccc1 | -29% | -4% | -10% | u | 2% | -10% | u | -1% | 82%[activator]
COc1ccc(NC(=O)Cn2nnc(C(=O)NCc3ccc4c(c3)OCO4)c2N)cc1 | -4% | -9%&-5% | -9%&-12% | -12%&-19% | -5%&-15% | -2% | 14%&3% | -18% | 11%&-17%
COc1ccc(C(C(=O)NC(C)(C)C)N(C(=O)CNC(=O)c2cccs2)c2ccc(C(C)C)cc2)cc1OC (configuration not stated) | 69%[activator][59 µM] | -6% | -14% | -12% | -18% | -23% | 30% | -1% | 45%
Cc1ccc(C(=O)N2CCc3cc(CNC(=O)CSc4ccccc4)ccc32)cc1 | 5%[59 µM] | -21% | -4% | -11%[60.1 µM] | -7% | -15% | -14% | x | 2%
COc1cc(OC)c(NS(=O)(=O)c2ccc3c(c2)NC(=O)CCS3)cc1Cl | -33%[59 µM] | -1% | 5% | -13% | -11% | 1%[57.1 µM] | 6% | x | 7%
CCc1ccc(-c2nc(CSCC(=O)N3CCN(c4ccc(F)cc4)CC3)c(C)o2)cc1 | -11%[59 µM] | -4% | -2% | -7% | -11% | -10% | 24% | x | -4%
Cc1ccc2c(c1)c1c(c(=O)n(-c3ccccc3C)c(=O)n1CC(=O)c1ccc(Cl)cc1)n2C | u | -1% | -9% | -2% | -20% | -4% | u | x | 31%[activator]
Cc1cc(C)cc(NC(=O)COC(=O)c2cc(=O)[nH]c(=O)[nH]2)c1 | u | -1% | -4% | -10% | -8% | u | -15% | 5% | 31%[activator]
O=c1cc(CSc2nnc(COc3ccccc3)o2)c2ccccc2[nH]1 | 0%[12.7 µM] | -3% | u | -10% | 6% | -35% | 4% | 0% | 9%
Cc1ccc(NC(=O)C2CCN(S(=O)(=O)c3ccc4c(c3)CCCC(=O)N4)CC2)cc1N(C)C | -6% | -2%&-3% | -20%&0% | 3%&-8% | -15%&-5% | -30% | 19%&8% | 19% | 33%&18%[activator]
CCCCN(C)C(=O)c1ccc2c(c1)NC(=O)C(CC(C)C)N2 (configuration not stated) | 7%[59 µM] | -1% | -11% | -4%[60.1 µM] | -20% | 2% | 4% | x | 24%
C[C@@]12C(=O)Nc3ccc(Br)cc3C(=O)N1[C@H]1c3ccccc3OC[C@@H]1[C@@H]2c1ccccc1 | x | x | x | -6% | -17% | x | x | 10% | 26%
O=C(N/N=C/c1sc(=O)[nH]c1-[n+]1ccc2ccccc2c1)c1ccccc1[O-] | u | -9% | -9% | -42% | u | -36% | -29% | 13% | u
Nc1nc(Br)c2ccccc2c1-c1ccccc1 | 220%[activator] | -10% | 3% | -10% | -17% | 177%[activator] | 14% | 15% | 2%
N#C/C(=C\c1ccccc1OCC(=O)O)c1nc2ccccc2[nH]1 | 11% | -2% | 26% | 1% | -8% | -4% | -22% | 36% | 78%[activator]
COCCCNC(=O)CSc1nc2ccccc2c(=O)n1CCc1ccc(S(N)(=O)=O)cc1 | 10% | 2% | -3% | -5% | 8% | -12% | 31% | 8% | 9%
O=C(c1ccc2c(c1)CCN2S(=O)(=O)c1ccccc1)N1CCN(c2ccc(F)cc2)CC1 | -10% | -5%&-4% | -1%&49% | -11%&-6% | -15%&-14% | -26%&-26% | 59%&-3% | 32% | -4%&11%
Cc1ccc(S(=O)(=O)N2C[C@@H]3c4ccccc4N(S(=O)(=O)c4ccc(C)cc4)[C@@H]3[C@@H](C)C2CC(=O)c2ccccc2)cc1 (some centres not stated) | x | x | x | -16% | -5% | x | x | -7% | 5%
Cc1cc(NC(=O)c2cc(-c3cccc(OCC(C)C)c3)nc3ccccc23)no1 | x | -9% | -1% | 9% | -16% | -10% | 22% | -8% | -7%
COc1ccc(S(=O)(=O)N2CCOC2CNC(=O)C(=O)NCCCc2ccccc2)cc1 (configuration not stated) | 50% | -4% | -4% | -14% | -22% | -22% | -13% | 17% | -2%
c1coc(-c2ccnc3ncnn23)c1 | 6% | -2% | -3% | -5% | -17% | -6% | -2% | -7% | -10%
O=C(O)c1ccc(Nc2cccc(F)c2)c([N+](=O)[O-])c1 | -8% | -2% | -1% | -14% | 8% | -6% | 3% | 13% | 67%[activator]
CC(=O)c1sc2nsc(SCCN3CCCC3)c2c1N | -75%[59 µM] | 1% | -10% | -27% | 4% | u | 1% | 3% | 18µM*
COC(=O)c1sccc1NC(=O)c1c(Cl)cnn1C | 29% | -6% | -4% | 8% | -18% | -2% | -1% | 15% | 50%[activator]
Cn1cccc1C(=O)N1CCC2(CC1)CN(Cc1ccc(C#N)cc1)C2 | -3%[12.7 µM] | 2% | x | 8%[60.1 µM] | x | x | x | 16% | x
O=C(OCc1ccc(O)cc1)c1c(-c2ccsc2)oc2ccc(N3CCOCC3)cc12 | u | -11% | 1% | 6% | -13% | -1% | 37% | -15% | -8%

These rows are one share of the data; rates above refer to the full screens.
